Source: PubChem (National Center for Advancing Translational Sciences (NCATS))
BCR signal inh – qHTS Assay to Find Inhibitors of Chronic Active B-Cell Receptor Signaling | ABC-DLBCL IkBa-CBG/CBR reporter, luminescence ratio, 4 h | Potency, µM (highest dose often 46.1 µM), without a hit: at the top dose ratio change, negative = lower green/red ratio, usual class: inhibitors | hit rate 0.05% among 340,000 | AID 493014, 2011; active = well fitted inhibition curve with a large enough effect in the signal ratio, with a control signal flat, not every such curve was filed as active; inconclusive = small, poorly fitted or top-dose-only effect, or effect the other way, or a change in a side signal; the % refers to the signal ratio;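 note: potency is the fitted concentration of half-maximal effect; plate controls were basal doxycycline-induced cells for no effect and cells given 10 µM MG132 for full effect; MG132 reads +100%, hits lower the ratio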
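TMD8 human ABC-DLBCL cells with doxycycline-inducible IκBα–green luciferase fusion and unfused red luciferase, in 0.5% FBS medium; compounds up to 46 uM, 4 h at 37C. Green/red luminescence ratio, filter-overlap corrected, fitted to concentration-response curves.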
Giardia kill – Small Molecules that selectively kill Giardia lamblia: qHTS. activity change, % at 7.66 µM, hits read low. hit rate 0.15% among 340,000. Giardia lamblia trophozoite viability; in the data active = activity change below about -80%; inconclusive = between about -30% and that limit;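 note: parasites exposed to compound for two days anaerobically before the ATP read; % is set by controls: 0 for no effect and ±100 for the full control effect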
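Giardia lamblia trophozoites (100 cells/well) were incubated with compounds for 48 h at 37 deg C under anaerobic conditions. Viability was read as ATP content by one-step luminescence after 15-30 min at room temperature.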
GALK inh – qHTS Assay for Inhibitors of Human Galactokinase (GALK); Purified GALK, Kinase-Glo residual ATP luminescence; Potency, µM (highest dose often 57.5 µM), without a hit: at the highest dose activity change, negative = inhibition, hits mostly inhibitors; AID 1868, 2009; hit rate 0.007% among 270,000; note: potency is the fitted concentration of half-maximal effect; % is set by controls: 0 for no effect and ±100 for the full control effect
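ATP-depletion format; final 35 uM ATP, 100 uM D-galactose, 5 nM enzyme; pH 8.0 HEPES/Mg2+ buffer; 60 min RT; luminescence read 10 min after detection reagent.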
PKM2 activator – qHTS Assay for Activators of Human Muscle isoform 2 Pyruvate Kinase. Pyruvate kinase PKM (Homo sapiens), P14618. purified PKM2, Kinase-Glo ATP luminescence, activation; response scale: 0% is enzyme alone, no compound. Potency, µM (top dose mostly 57.5 µM), for inactives: top-dose activation, hits mostly activators. hit rate 0.34% among 260,000. AID 1631, 2009; note: potency is the fitted concentration of half-maximal effect; % is set by controls: 0 for no effect and ±100 for the full control effect; nearly all actives have a fitted effect of over 55% in size
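Kinase-Glo luminescence reports ATP generated from ADP (0.1 mM) and PEP (0.5 mM) by purified hPK-M2 after 1 h at room temperature, pH 7.2 imidazole buffer; intermediate enzyme activity allows detecting inhibitors and activators.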
S-ASM inh – Inhibitors of Secretory Acid Sphingomyelinase (S-ASM): qHTS | placental ASM, HMU-PC fluorogenic substrate, 60 min | hit rate 0.006% among 340,000 | Potency, µM (titrated, usually from 57.5 µM), for the others: top-dose activity change, negative = inhibition, most hits filed as inhibitors; note: potency is the fitted concentration of half-maximal effect
Target sequence (P17405 47-631 limits assumed): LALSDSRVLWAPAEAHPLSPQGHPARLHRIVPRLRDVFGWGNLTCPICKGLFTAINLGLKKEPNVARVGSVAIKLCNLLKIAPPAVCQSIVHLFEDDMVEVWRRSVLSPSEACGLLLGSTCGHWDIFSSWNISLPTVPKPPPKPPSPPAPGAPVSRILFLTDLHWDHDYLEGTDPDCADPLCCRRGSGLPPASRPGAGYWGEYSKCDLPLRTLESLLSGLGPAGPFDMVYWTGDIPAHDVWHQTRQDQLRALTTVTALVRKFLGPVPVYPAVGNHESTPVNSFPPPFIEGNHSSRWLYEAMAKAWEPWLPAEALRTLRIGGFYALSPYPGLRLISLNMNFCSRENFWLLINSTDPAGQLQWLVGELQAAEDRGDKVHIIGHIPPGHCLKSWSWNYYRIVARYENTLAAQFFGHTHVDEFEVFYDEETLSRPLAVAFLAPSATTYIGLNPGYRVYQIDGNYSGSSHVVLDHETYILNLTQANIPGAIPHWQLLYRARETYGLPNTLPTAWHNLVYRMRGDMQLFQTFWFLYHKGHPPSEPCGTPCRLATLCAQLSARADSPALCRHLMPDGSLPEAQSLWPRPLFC
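Human placenta-derived ASM preincubated with compound 10 min at room temperature, then reacted with 9 uM (final) fluorogenic HMU-PC substrate for 60 min at 37 C. Stop solution raises pH to 10; fluorescence read at Ex 386/Em 447 nm.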
Coupling enz – qHTS Assay for Inhibitors of Fructose-1,6-bisphosphate Aldolase from Giardia Lamblia: Coupling assay counterscreen. coupling enzyme system counterscreen, AmpLite Red fluorescence. activity change, negative = inhibition, % at 58.2 µM, hits read low. hit rate 0.67% among 290,000. AID 2472, 2010; in the data active = activity change below about -30%; note: % is set by controls: 0 for no effect and ±100 for the full control effect
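Counterscreen of the coupled detection system alone, without aldolase: glyceraldehyde-3-phosphate coupling enzymes plus AmpLite Red readout. Compounds at 57.5 uM final, 10 min RT preincubation, 20 min RT reaction, fluorescence 525/598 nm.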
Menin MLL FP TR – qHTS Assay for Inhibitors Targeting the Menin-MLL Interaction in MLL Related Leukemias: Competition With Texas Red Labeled MLL-derived Mutant Peptide; Menin + Texas Red MLL mutant peptide, fluorescence polarization; Potency, µM (highest dose often 61.6 µM), without a hit: top-dose FP activity change, negative = inhibition, most hits filed as inhibitors; hit rate 0.23% among 270,000; active = well fitted inhibition curve with a large enough effect in the polarisation, with a control signal flat, not every such curve was filed as active; inconclusive = small, poorly fitted or top-dose-only effect, or effect the other way, or a change in a side signal; inactive = no such curve, though single readings can be large or run the other way; the % refers to the polarisation; note: potency is the fitted concentration of half-maximal effect; % of control where 0% means no effect; many of its hits are not listed in these tables
TSG101-PTAP inh – qHTS Assay for Iinhibitors of HIV-1 Budding by Blocking the Interaction of PTAP/TSG101 | Tumor susceptibility gene 101 protein (Homo sapiens), Q99816 | AID 493005, 2010 | Potency, µM (highest dose often 115 µM), without a hit: top-dose activity change, negative = inhibition, most hits filed as inhibitors | 340,000 tested, under 10 active | Fluorescence polarization, FITC-PTAP peptide / Tsg101 binding; active = well fitted inhibition curve with a large enough effect in the main read-out, with a control signal flat, not every such curve was filed as active; inconclusive = small, poorly fitted or top-dose-only effect, or effect the other way, or a change in a side signal; inactive = no such curve, though single readings can be large or run the other way; note: potency is the fitted concentration of half-maximal effect; % of control where 0% means no effect
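FP read-out: FITC-PTAP peptide, 50 nM final, binding Tsg101 binding domain, 10 uM final; 20 min, r.t.; 10 mM HEPES pH 7.5, 0.15 M NaCl, 0.01% Tween 20, 3 mM EDTA, 0.1 mM TCEP.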
Tb PFK inh – qHTS Assay to Find Inhibitors of T. brucei phosphofructokinase | T. brucei PFK, ADP-Glo luminescence | Potency, µM (highest dose often 57.5 µM), for inactives: top-dose activity, negative = inhibition, hits mostly inhibitors | hit rate 0.17% among 330,000 | AID 485367, 2010;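 note: potency is the fitted concentration of half-maximal effect; 0% = uninhibited 1x PFK enzyme wells and -100% = no-enzyme wells; nearly all actives have a fitted effect of over 60% in size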
Target sequence (O15648 whole entry, looked up): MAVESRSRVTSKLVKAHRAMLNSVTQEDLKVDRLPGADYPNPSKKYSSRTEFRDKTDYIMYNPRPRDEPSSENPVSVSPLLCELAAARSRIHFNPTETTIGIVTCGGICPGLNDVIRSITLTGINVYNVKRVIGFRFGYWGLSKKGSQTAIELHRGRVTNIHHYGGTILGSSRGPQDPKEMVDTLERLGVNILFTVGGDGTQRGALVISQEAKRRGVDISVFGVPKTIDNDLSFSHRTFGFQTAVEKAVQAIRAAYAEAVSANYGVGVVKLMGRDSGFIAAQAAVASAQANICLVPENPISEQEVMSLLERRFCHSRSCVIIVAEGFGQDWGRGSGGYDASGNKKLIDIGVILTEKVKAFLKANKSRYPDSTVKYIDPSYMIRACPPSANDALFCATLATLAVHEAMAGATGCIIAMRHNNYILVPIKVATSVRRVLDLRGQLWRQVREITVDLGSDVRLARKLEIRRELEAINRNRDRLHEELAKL
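ADP-Glo luminescence quantified ADP after 45 min at room temperature, with 1.25 nM T. brucei PFK, 0.1 mM ATP and 0.5 mM fructose-6-phosphate in pH 8.0 TEA buffer. qHTS titrations up to 57 µM; curves classified by quality.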
B2AR arrestin – qHTS assay of beta-arrestin-biased ligands of beta2-adrenergic receptor; Beta-2 adrenergic receptor (Homo sapiens), P07550; beta-arrestin recruitment to beta2AR, cell-based reporter; Potency, µM (top dose mostly 46.1 µM), for the others: top-dose activation, most hits filed as activators; hit rate 0.02% among 330,000; AID 492947, 2010;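 note: potency is the fitted concentration of half-maximal effect; 0% = DMSO controls and full agonism = EC100 isoproterenol or metaproterenol; nearly all actives have a fitted effect of over 65% in size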
a7 integrin act – qHTS for Activators of Integrin-Mediated Alleviation for Muscular Dystrophy. alpha7betagal myoblasts, beta-gal FDG fluorescence, 48 h. Potency, µM (highest dose often 38.3 µM), without a hit: at the top dose activation, most hits filed as activators. hit rate 0.064% among 350,000;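 note: potency is the fitted concentration of half-maximal effect; 100% = response of the positive control SU9516; nearly all actives have a fitted effect of over 60% in size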
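alpha7betagal+/- myoblasts (passage 13, 250/well) treated 48 h at 37C with compounds at 1:260 dilution of DMSO stock. Lysed, then beta-galactosidase activity read as FDG fluorescence (ex 480/em 540) after 30 min, with pre-read for autofluorescence.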
* hit, by the source's call; ? = inconclusive; . = no result given; [ ] = another dose, or the depositor's remark. Unless noted, calls come from the whole dose curve; as a rule, active = well fitted curve in the direction sought with a large enough effect; inconclusive = small, poorly fitted or top-dose-only effect, or another doubt; inactive = no such curve, though single readings can be large; an effect the other way counts as inactive or inconclusive.

Results follow in this order: S-ASM inh, TSG101-PTAP inh, B2AR arrestin, GALK inh, PKM2 activator, Coupling enz, Tb PFK inh, a7 integrin act, Menin MLL FP TR, BCR signal inh, Giardia kill
#1 COc1ccccc1OCC(=O)NNC(=O)c1ccc(F)c(S(=O)(=O)N2CCOCC2)c1
 : 2%, -1%, -0.1%, ., ., ., 2%, 4%, ., 2%, 16
#2 CC(=O)Nc1ccc(S(=O)(=O)NC(C)C(=O)OCC(=O)NC2CCCC2)cc1 (stereo not given)
 : 2%, 2%, -2.0%, -1%, -6%, 4, -1%, 5%, -7%, 5%, -8
#3 COC(=O)c1ccccc1NC(=O)C1CCN(C(=O)Cc2ccccc2)CC1
 : -2%, -3%, -0.9%, -1%, 5%, ., -2%, -6%, ., 0%, -15
#4 O=C1CCCN1CCC1CCCCN1Cc1nc(-c2cnccn2)no1 (stereo not given)
 : 2%, 0%, -0.4%, -3%, 2%, 0, 1%, ?, 17%, -6%, 26
#5 C/C(=N/NC(=O)CN1CCN(S(=O)(=O)c2ccc(Br)cc2)CC1)c1ccco1
 : 4%, -2%, 1.9%, 2%, 2%, 3, 1%, -2%, 4%, -1%, 16
#6 CC1CCN(CC(C)OC(=O)c2ccc3c(c2)OCCO3)CC1 (stereo not given)
 : 3%, -8%, 0.1%, 1%, 12%, 4, -2%, -8%, -9%[11.7 µM], -11%, -3
#7 O=C(NCCN1CCOCC1)c1cccc(S(=O)(=O)N2CCCCCC2)c1
 : -1%, -4%, 0.0%, 0%, -2%, -2, -1%, -15%, 13%, 0%, -25
#8 Clc1ccc(Cn2ncc3c(N4CCCC4)ncnc32)cc1
 : -3%, -1%, -0.5%, -1%, -9%, 4, ?, -12%, -8%, ?, -2
#9 Cc1nc(CCNC(=O)C2CCC(=O)N(Cc3ccc(Cl)cc3)C2)sc1C (stereo not given)
 : 3%, -4%, -0.3%, ., 1%, 0, -5%, 13%, -17%, ?, 11
#10 OC(C[n+]1ccccc1)c1ccccc1 (stereo not given)
 : 4%, -12%, -0.4%, 3%, -11%, 2, 1%, 0%, 3%, ?, 7
#11 O=C(Cc1ccc(F)cc1)Nc1nnc(-c2ccc(F)cc2)o1
 : 1%, -1%, 0.3%, 7%, ., 4, -5%, -18%, 7%, 0%, -1
#12 CC1CCN(C(=O)Cn2c(=O)n(Cc3ccc4c(c3)OCO4)c(=O)c3ccccc32)CC1
 : -1%, -13%, -0.2%, 0%, 1%, 2, -1%, 3%, -18%, 0%, -3
#13 Cc1cc(/C=C2\SC(=S)NC2=O)c(C)n1C1CC1
 : -10%, -2%, 0.3%, 3%, 13%, 4, 7%, 7%, ?, 19%, -2
#14 C=CCOc1ccnc(-c2ccccc2)n1
 : 1%, -1%, -0.4%, -3%, 0%, 0, -4%, 0%, 10%, ?, 3
#15 CCOC(=O)c1sc(NC(=O)Nc2ccc(F)cc2)nc1C
 : -3%, -8%, 0.0%, 2%, 2%, 3, -3%, -9%, ?, -1%, 0
#16 O=C(CN1CCCC1c1ccc2c(c1)OCCO2)NC(=O)Nc1ccccc1F (stereo not given)
 : -1%, -1%, -0.3%, ., ., ., 0%, 12%, ., -7%, 3
#17 CCNc1c(NC(=O)C2CCC(C)CC2)c(=O)oc2ccccc12 (stereo not given)
 : -6%, -8%, -0.8%, -1%, -4%, -5, 3%, -16%, -5%, -13%, -7
#18 CC(C)c1cc(C(=O)NC2CCCc3c2cnn3-c2ccccc2F)no1 (stereo not given)
 : 4%, -1%, 0.0%, -1%, ., 0, 0%, -5%, -24%, 6%, 5
#19 O=C(NCc1ccc2c(c1)OCO2)C(=O)NCC1OCCN1S(=O)(=O)c1ccc(Br)cc1 (stereo not given)
 : 0%, 1%, -1.0%, 0%, -1%, -1, 4%, -25%, 1%, -14%, -23
#20 CC1CCCCC1NC(=S)NC(=O)c1cccs1 (stereo not given)
 : -11%, 3%, 0.0%, -2%, -3%, -5, -6%, -36%, ., -2%, -2
#21 N#CC1CC(c2ccc([N+](=O)[O-])cc2)=NN1c1ccc([N+](=O)[O-])cc1 (stereo not given)
 : -9%, ?, 0.0%, 10%, ., 0, 0%, 15%, ?, -1%, 5
#22 CCCCn1c(N)c(N(CCOC)C(=O)c2oc3ccc(OC)cc3c2C)c(=O)[nH]c1=O
 : -4%, -2%, 0.3%, 4%, 4%, ., 0%, 5%, ., -1%, -25
#23 O=C(NCCN1CCCCC1)/C(=C/c1ccco1)NC(=O)c1ccccc1
 : -5%, 1%, -0.8%, 6%, ., -1, -20%, 0%, -17%, -10%, -16
#24 C=CCC1[C@H](C)[C@H]2[C@@H]3CC[C@@H](C3)[C@H]2CN1S(=O)(=O)c1ccc(C)cc1 (stereo not given in full)
 : -2%, 1%, 3.4%, ., ., ., 1%, 0%, ., 9%, 17
#25 COc1cccc(S(=O)(=O)Nc2ccc(C(=O)N3CCCCCC3)cc2)c1
 : -1%, -1%, 0.1%, 1%, ?, 2, 5%, -14%, 15%, -6%, 18
#26 O=CN1N=C(c2ccccc2)CC1c1ccccc1[N+](=O)[O-] (stereo not given)
 : -4%, -3%, -0.9%, 0%, 4%, 2, 0%, 0%, 0%, 5%, -8
#27 O=S(=O)(NCCc1ccc2c(c1)OCCO2)c1cccs1
 : -1%, -1%, -0.6%, 2%, 0%, 1, -13%, 8%, 19%, -9%, -5
#28 CCC(Sc1nc2ccc(C)cc2[nH]1)C(=O)O (stereo not given)
 : 0%, -8%, 0.1%, 5%, -1%, 7, 1%, -9%, 1%, ?, 13
#29 O=C(C1CC=CCC1)N1CCC(CO)(Cc2ccc(Cl)cc2)CC1 (stereo not given)
 : -3%, -7%, 0.3%, -1%, -2%, 2, -4%, 9%, ?, 2%, -8
#30 CCCCN(C)CCNC(=O)c1cc2c(=O)[nH]c3ccccc3c2n1C
 : -1%, -2%, -0.5%, 1%, ., 0, 8%, -16%, ?, -1%, 3
#31 Cc1cc(C(=O)N2CCN(c3ccccc3Cl)CC2)c(C)o1
 : 1%, -2%, -0.2%, ., ., ., 2%, 6%, ., -4%, 10
#32 CCOc1ccccc1NC(=S)NCC1CCCO1 (stereo not given)
 : 4%, -5%, -0.2%, 0%, -4%, -1, 0%, -10%, 0%, ?, -1
#33 O=C(CSc1nnc(CNC(=O)c2ccco2)o1)Nc1ccc(Cl)cc1
 : 3%, -3%, -0.6%, -1%, ., 2, 1%, 1%, 2%, -3%, 11
#34 COc1ccccc1C(=O)O[C@H]1[C@H](Cc2ccccc2)NS(=O)(=O)[C@H]2C[C@@H]3C=C[C@]12O3
 : 1%, 2%, 0.2%, ., ., ., 1%, 30%, ., 4%, 4
#35 O=S(=O)(Cc1ccc(Cl)cc1)NCc1cccnc1
 : 10%, 0%, 0.4%, 0%, -9%, -1, -7%, -27%, ., 7%, -30
#36 O=C(NCC1CCCO1)c1cc2c(=O)[nH]c3ccccc3c2s1 (stereo not given)
 : 5%, 2%, -1.0%, 10%, -6%, 2, 1%, -17%, -25%, ?, 4
#37 O=C1CC(C2CCCO2)C(=O)N1c1ccc(Cl)c(Cl)c1 (stereo not given)
 : 3%, -3%, 0.2%, -1%, 13%, 5, 5%, -12%, -1%, 6%, -3
#38 CCOc1ccc(NS(=O)(=O)c2ccc(-c3ccc(=O)[nH]n3)o2)cc1
 : -4%, -3%, -0.9%, -1%, ., 2, 1%, 2%, 1%, -5%, 2

Not all compounds are listed, so the mix of outcomes need not match the whole.
